Screens (PubChem)
NALP1 inh – inhibitors of NALP1 inflammasome in yeast | S. cerevisiae NALP1/ASC/caspase-1 growth, X-gal OD620, 72 h | inhibition, % at 10 µM | 280,000 compounds, 0.61% hits | AID 2071; in the data active = inhibition mostly above about 24%, no sharp cut-off; inactive = mostly below about 32%; also: some compounds called inactive have numbers as strong as hits
PfM18AAP inh – blocks P. falciparum M18 aspartyl aminopeptidase; recombinant PfM18AAP, H-Glu-NHMec fluorogenic cleavage; inhibition, % at 7.35 µM; 290,000 compounds, 1.2% hits;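 active = inhibition above the campaign mean inhibition over all tested compounds plus 3 SD, cut at about 28% in these data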;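 also: 0% = plate median of test compound wells and 100% = 2 mM ZnCl2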
OXTR ag – activates the human oxytocin receptor; P30559; CHO-OTR cells, Fluo-8 calcium fluorescence; normalized: DMSO 0%, oxytocin 100%; activation, % at 3 µM; 320,000 compounds, 0.32% hits; AID 2435;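 active = activation above the mean of all tested compounds plus 3 SD, cutoff set per screening run, cut at about 20% in these data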;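 also: peak over basal fluorescence ratio from a 100 s FLIPR kinetic read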
Target sequence (P30559 whole entry, looked up): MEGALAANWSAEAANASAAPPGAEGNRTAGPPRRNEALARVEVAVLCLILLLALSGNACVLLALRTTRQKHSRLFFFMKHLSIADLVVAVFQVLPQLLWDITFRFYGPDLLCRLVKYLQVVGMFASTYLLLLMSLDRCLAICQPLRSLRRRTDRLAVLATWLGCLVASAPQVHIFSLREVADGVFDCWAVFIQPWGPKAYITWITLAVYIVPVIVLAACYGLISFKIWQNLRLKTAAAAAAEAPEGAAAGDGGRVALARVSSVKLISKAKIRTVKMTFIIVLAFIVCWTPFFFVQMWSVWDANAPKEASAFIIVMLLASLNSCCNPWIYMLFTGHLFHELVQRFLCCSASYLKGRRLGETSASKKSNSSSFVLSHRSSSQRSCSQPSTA
GPR7 antagonist – human neuropeptides B/W receptor 1 antagonism; P48145; GPR7-expressing cells, fluorescence antagonist assay; inhibition, % at 4.4 µM; 290,000 compounds, 1.1% hits; AID 1861; in the data active = inhibition above about 16%, passing the limit was not always enough;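 also: cells stimulated with the agonist NPW; 0% = agonist with vehicle and 100% = vehicle without agonist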
OXTR potentiate – potentiators of human oxytocin receptor. CHO-OTR cells, Fluo-8 calcium fluorescence, potentiator mode; 0% = oxytocin EC15, 100% = EC100. 320,000 compounds, 0.061% hits. activation, % at 3 µM. P30559;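 active = activation above that plate's cutoff, the mean activation of tested compounds plus 3 SD, cut at about 6.6% in these data, passing the limit was not always enough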;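 also: 100% uses oxytocin at 75 nM as the full agonist control; some results filed as inactive read as strong as hits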
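System: human OTR in CHO cells; Also added: sub-maximal oxytocin, roughly EC15; Timing: compound 6 min at room temperature before oxytocin, 100 s read; Technique: Fluo-8 intracellular calcium fluorescence, ex 470-495, em 515-575 nm; Controls: oxytocin EC15 low and EC100 high; Replication: singlicate.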
MEKK2 mut-MEK5 – signal of MEK5 binding to mutant human MEKK2 PB1 domain. AID 1530. percent response, % at 10 µM. 290,000 compounds, 0.35% hits. bead flow cytometry, Alexa488-MEK5 binding to MEKK2 mutant; in the data active = percent response above about 24%, passing the limit was not always enough; also: inactives centre near 1; some results filed as inactive read as strong as hits
MEKK2 WT-MEK5 – raises or lowers MEK5 binding to wildtype human MEKK2 PB1 domain; Q9Y2U5; bead flow cytometry, Alexa488-MEK5 binding to MEKK2 WT; actives lie on both sides; binding response (% of control), % at 10 µM; 290,000 compounds, 1.1% hits; AID 1531; in the data active = binding response below about 67% or above about 130%
GalR3 antagonist – human GalR3 antagonism; 360,000 compounds, 0.44% hits; O60755; inhibition, % at 3 µM; HEK293 GalR3-CNG cAMP membrane potential fluorescence; galR3 body fused to GalR1 C-terminus;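 active = inhibition above the screen-wide average plus 3 SD, cut at about 13% in these data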;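 also: forskolin and galanin both at EC90 stimulate the cells; cAMP rise reported by CNG channel membrane potential dye signal; 0% = forskolin plus galanin with DMSO and 100% = forskolin alone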
V1R ag counter – counter-screen for oxytocin receptor agonists: human V1a receptor agonists; P37288; CHO-V1R cells, Fluo-8 calcium fluorescence, agonist mode; 0% DMSO, 100% 3 nM vasopressin; activation, % at 3 µM; 320,000 compounds, 0.25% hits; AID 2797;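 active = activation above the mean activation of all tested compounds plus 3 SD, per screening run, cut at about 20% in these data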;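 also: signal is peak over basal fluorescence ratio across a 100 second FLIPR read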
Target sequence (P37288 whole entry, looked up): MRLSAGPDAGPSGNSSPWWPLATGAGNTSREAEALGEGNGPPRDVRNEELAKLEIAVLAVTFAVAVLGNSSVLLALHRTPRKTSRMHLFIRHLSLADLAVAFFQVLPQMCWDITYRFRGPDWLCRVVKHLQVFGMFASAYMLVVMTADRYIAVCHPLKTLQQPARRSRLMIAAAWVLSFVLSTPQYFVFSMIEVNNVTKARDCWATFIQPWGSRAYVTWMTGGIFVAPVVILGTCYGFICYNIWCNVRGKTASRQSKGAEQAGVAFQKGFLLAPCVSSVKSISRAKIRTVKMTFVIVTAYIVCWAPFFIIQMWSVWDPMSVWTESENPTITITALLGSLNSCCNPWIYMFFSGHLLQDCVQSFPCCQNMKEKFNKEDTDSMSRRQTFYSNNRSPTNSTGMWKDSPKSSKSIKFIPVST
* = called active by the depositor; / = no result given.

SMILES	NALP1 inh	PfM18AAP inh	OXTR ag	GPR7 antagonist	OXTR potentiate	MEKK2 mut-MEK5	MEKK2 WT-MEK5	GalR3 antagonist	V1R ag counter
Cc1cc(N2CCN(S(=O)(=O)Cc3ccccc3)CC2)n2ncnc2n1	30.2	6.3	0.0	-6.9	-4.4	3.0	103.0	-3.3	0.6
CC(O)c1nc2ccccc2n1C1CCCCC1 (configuration not stated)	26.9	3.6	0.9	-12.2	-0.5	-3.0	97.0	-6.7	-0.6
O=C(CN(CC1CCCO1)C(=O)CNS(=O)(=O)c1ccccc1)NCc1ccc(F)cc1 (configuration not stated)	19.0	-4.0	0.3	-4.1	-5.9	-4.0	97.0	-5.8	0.0
COc1ccc(OCCN2C(=O)NC3(CCc4ccccc4C3)C2=O)cc1 (configuration not stated)	-5.0	-0.5	-1.9	15.4	-2.4	12.0	123.0	-1.9	0.6
CCc1ccc(C(=O)N2CCN(c3ccc(F)cc3)CC2)s1	-2.1	-2.0	-0.8	1.4	-5.3	4.0	103.0	-6.2	3.5
COCCCNC(=O)Cc1ccccc1OC	-6.8	4.1	-0.3	3.9	-6.4	0.0	99.0	6.5	-0.4
CCOc1ccc(S(=O)(=O)Nc2ccccc2C(=O)N(C)C2CCN(C)CC2)cc1	/	/	2.2	/	-7.5	/	/	-3.8	0.5
CCOC(=O)N1CCN(C(=O)c2cc(COc3c(F)cccc3F)on2)CC1	4.1	1.8	-0.8	-12.3	-5.7	5.0	102.0	0.2	3.4
CC(=O)C(N=Nc1ccccc1)(Sc1nnc(-c2ccccc2)n1-c1ccccc1)C(=O)Nc1ccccc1 (configuration not stated)	7.0	0.3	-0.5	-15.2	-10.6	-4.0	95.0	-7.9	2.3
COc1cc(CN(C(=S)NCC(=O)N2CCCC2)C2CCCC2)cc(OC)c1OC	17.9	-1.7	-0.7	-11.8	-1.1	0.0	106.0	7.1	-0.8
CCOC(=O)c1[nH]c2cc(OC)c(OC)cc2c1NC(=O)c1nonc1C	-18.8	-0.6	-1.3	0.7	-3.8	3.0	100.0	-1.9	-0.3
COc1ccc(C(=O)N2CCC(C(=O)Nc3ccccc3OC)CC2)cc1	34.5	-2.5	0.2	8.6	-9.5	-10.0	69.0	-3.3	0.6
CCOC(=O)C1(Cc2ccc(OC)cc2)CCN(C(=O)CCn2ccc(C)n2)CC1	1.4	-1.7	-0.2	-3.6	1.1	4.0	102.0	-3.4	0.8
O=C(COC(=O)c1ccc([N+](=O)[O-])o1)NC1CCCC1	/	/	1.6	/	6.2	/	/	-0.1	-0.4
COc1cc(CNCc2cccs2)cc(Br)c1OC	-3.3	-10.9	1.4	7.7	1.4	12.0	109.0	-6.1	-0.6
NC(=O)COC(=O)c1ccc2c(c1)S(=O)(=O)N=C1CCCCCN12	39.4	-1.6	-1.0	-3.8	-9.4	2.0	107.0	6.7	0.6
Cn1nc(C(=O)OCc2ccccc2F)c2ccccc2c1=O	4.9	-4.1	3.1	-7.2	-14.4	4.0	103.0	-6.8	5.7
CCc1ccc(/C=N/NC(=O)c2nnn(-c3nonc3N)c2CN2CCc3ccccc32)cc1	0.0	-0.5	-0.8	-30.8	-7.8	-5.0	90.0	-2.2	-1.6
O=C(COc1ccc(Cl)cc1)NCc1n[nH]c(=O)c2ccccc12	/	/	-1.3	/	-4.2	/	/	-5.9	-1.1
COc1ccc(-c2nnc(SCC(=O)c3[nH]c(C)c(C(C)=O)c3C)o2)cc1	23.5	-17.2	6.3	-9.7	-14.4	1.0	102.0	-0.6	7.1
CC1CCCC(C)N1CCCNC(=O)Cn1ncc2c([nH]c3ccccc32)c1=O (configuration not stated)	7.4	-0.9	0.0	-10.6	-0.8	3.0	111.0	-8.4	-0.7
CCCCCCCCc1nnc(NC(=O)c2ccco2)s1	3.2	5.3	-0.3	-8.7	-1.1	-7.0	94.0	-3.0	0.5
Cc1ccc(Nc2ccc([N+](=O)[O-])nc2[N+](=O)[O-])cc1	40.5	4.0	-1.3	3.5	-1.1	-5.0	95.0	-1.4	-0.2
COc1ccc(CCNC(=O)CSc2nnc(-c3cccc(C)c3)o2)cc1OC	30.0	0.0	-1.9	-14.2	-3.1	-7.0	91.0	-2.3	-1.3
COc1cc(C(=O)Nc2ccc(N(C)C)cc2)cc(OC)c1OC	10.3	-15.5	0.4	2.7	-3.7	2.0	99.0	-6.7	0.5
COC(=O)c1ccc(NC(=O)CSc2nnc(-c3cccnc3)o2)cc1	/	/	0.6	/	5.2	/	/	-4.2	1.3
COc1ccc(NS(=O)(=O)c2cccc(NC(=O)COc3ccccc3[N+](=O)[O-])c2)cc1	/	/	9.7	/	-9.5	/	/	-0.5	9.1
CCc1ccc(NC(=O)C(=O)NCCN2CCN(S(C)(=O)=O)CC2)cc1	13.5	-3.8	-0.3	-11.6	-8.9	-4.0	96.0	11.5	-0.3
CC1(C)O[C@@H]2[C@H](O1)[C@@H](COS(=O)(=O)O)O[C@H]2n1cc(Br)c(=O)[nH]c1=O	/	/	2.0	/	3.4	/	/	-5.3	2.1
CCOP(=O)(OCC)C(NC(=O)c1ccc(OC)cc1)c1ccccc1 (configuration not stated)	15.5	-1.9	0.4	-16.5	-0.5	0.0	96.0	-0.4	0.0
O=c1cc(CSc2nnnn2-c2ccc(O)cc2)nc2sccn12	23.2	-9.7	4.6	-15.7	-5.6	-2.0	101.0	-4.3	2.4
C=CCn1c(SCC(=O)c2ccc(Br)cc2)nnc1C(CC(C)C)NC(=O)c1cccs1 (configuration not stated)	9.0	-5.0	-1.3	-15.2	-6.7	1.0	99.0	-4.2	0.7
COCCn1c(-c2ccc(Cl)cc2)cnc1SCC(=O)NCCc1ccc(OC)c(OC)c1	17.0	-8.5	4.6	4.2	-6.5	-2.0	107.0	-2.8	8.9
Cc1ccc(C(=O)Nc2ccc(Cc3ccncc3)cc2)cc1[N+](=O)[O-]	3.6	13.6	9.4	-3.7	-16.3	/	/	-1.1	10.6
COc1ccc(CN2C(=O)C(O)(CC(=O)c3ccc4c(c3)OCO4)c3ccccc32)cc1OC (configuration not stated)	12.5	-7.2	2.3	0.7	-6.1	1.0	99.0	-3.2	0.4
O=C(C[C@@H]1C/C=C\CCCC(=O)OC[C@@H]2CCCN2C1=O)NCCO	/	/	1.1	/	3.0	/	/	-3.2	-0.4
CCN(CC)CCN(C(=O)C1=COCCO1)c1nc2c(OC)ccc(OC)c2s1	15.6	3.1	0.3	9.6	-2.0	13.0	117.0	-2.4	0.0
O=C(CS(=O)(=O)Cc1ccccc1)Nc1ncccn1	0.7	-20.6	0.0	0.9	-11.1	2.0	105.0	-3.4	0.4
COc1ccc(C(NC(=O)CNC(C)=O)C(=O)Nc2ccc(C(C)C)cc2)cc1 (configuration not stated)	35.2	4.7	0.7	14.3	-7.6	0.0	103.0	-1.2	2.0
CCN(CC)CCn1c(=N)n(CC(=O)c2ccc(Br)s2)c2ccccc21	25.1	-3.9	2.5	-0.4	2.9	9.0	116.0	-1.4	2.0
CN(C)c1ccc(N=Cc2nc(-c3ccccc3)oc2OC(=O)c2ccccc2)cc1	0.9	10.1	0.0	-6.9	-8.5	0.0	93.0	7.1	0.0
c1cncc(-c2noc(CC3CCCCC3)n2)c1	1.4	5.3	-0.5	-5.2	-5.1	-4.0	100.0	-1.2	0.5
COc1ccccc1N1C(=O)c2ccccc2NC1c1ccncc1 (configuration not stated)	33.3	-2.0	-1.8	-1.6	-6.0	0.0	104.0	-2.6	-1.1
COCc1cc(C)nc(OCC(=O)N/N=C/c2ccc(OC)c(OC)c2)c1C#N	18.1	-12.1	-0.7	-1.4	-5.4	-1.0	102.0	0.3	0.3
CCC(C(=O)NCCCN1CC(C)CC(C)C1)n1ncn2c(cc3occc32)c1=O (configuration not stated)	2.3	5.5	0.0	-7.0	-0.7	6.0	108.0	-7.7	-0.4
O=C(Nc1nc2cc3c(cc2s1)OCCO3)c1cccc(N2C(=O)CCC2=O)c1	11.8	-0.5	2.5	-16.7	-3.6	10.0	98.0	/	2.5
CC1(C)[C@@H](O)CC[C@]2(C)C3C(O)C=C4[C@H]5C[C@@](C)(CO)CC[C@]5(C)CC[C@]4(C)[C@]3(C)CC[C@@H]12 (some centres not stated)	/	/	-0.1	/	-6.1	4.0	85.0	-0.8	-1.3
COC(=O)CC1C(=O)NCCN1C(=O)CSc1nc2ccc([N+](=O)[O-])cc2s1 (configuration not stated)	7.4	-1.9	3.1	-13.2	-9.4	-2.0	100.0	-3.5	1.9
CCc1cc2c(-c3ccccc3)cc(=O)oc2cc1OC(C)C(C)=O (configuration not stated)	/	-0.9	-2.0	13.5	-10.1	5.0	105.0	-11.2	-0.6
COc1ccc(NC(=O)CSCC(=O)Nc2ccccc2C(=O)N2CCCCC2)cc1	/	/	0.9	/	-1.5	/	/	-1.1	-0.6
CCC(=O)Nc1nc(C)c(-c2csc(Nc3cccc(C(=O)O)c3)n2)s1	-14.8	11.3	-0.1	-9.2	-11.0	-8.0	90.0	-0.3	0.9
O=C(Oc1ccc2ccccc2c1)c1ccccc1	14.0	6.3	-1.5	10.9	-0.9	0.0	99.0	-6.3	-0.9
CCn1c(=O)c2c(nc(SCC(=O)N3CCC(C)CC3)n2C)n(C)c1=O	7.4	0.6	4.6	-4.3	-0.7	-1.0	98.0	-7.0	1.9
CC1CN(C(=O)COC(=O)c2cc3ccccc3cc2O)CC(C)O1 (configuration not stated)	/	/	3.7	/	-3.8	/	/	-5.8	3.5
COCCNCCCCOc1ccccc1-c1ccccc1	31.5	4.9	0.2	-4.4	-5.5	2.0	97.0	-13.9	3.0
